CHOP inhibitor: CHOP inhibition in unfolded protein response; CHO-K1 CHOP-promoter luciferase, tunicamycin-induced, 15-18 h; inhibition, % at 10 µM; AID 2732; 3.8% of 220,000 active;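 active = compounds that reduced the stress-induced luciferase reporter signal by more than about 70% of percent inhibition, limit read from the data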;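 note: 0% = tunicamycin plus vehicle and 100% = wells without tunicamycin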
S1P4 antag: human S1P4 receptor antagonism | O95977 | S1P4-expressing cells, antagonist mode, reporter read-out | inhibition, % at 4.98 µM | 0.26% of 220,000 active | AID 1510; in the data active = inhibition above about 29%;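 note: 0% = wells stimulated with agonist and 100% = vehicle wells without agonist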
Target sequence (O95977 whole entry, looked up): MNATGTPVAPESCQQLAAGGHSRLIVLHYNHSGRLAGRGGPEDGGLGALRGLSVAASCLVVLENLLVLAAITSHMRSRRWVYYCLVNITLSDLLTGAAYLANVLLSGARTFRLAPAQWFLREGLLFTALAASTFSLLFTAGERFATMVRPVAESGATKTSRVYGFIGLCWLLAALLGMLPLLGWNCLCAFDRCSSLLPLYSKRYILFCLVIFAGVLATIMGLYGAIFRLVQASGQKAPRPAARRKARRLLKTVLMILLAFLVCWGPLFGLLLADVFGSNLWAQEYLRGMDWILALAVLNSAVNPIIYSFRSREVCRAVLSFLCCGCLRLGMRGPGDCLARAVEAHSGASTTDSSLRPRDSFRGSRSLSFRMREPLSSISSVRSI
NPY Y1 blocker: blocks the human neuropeptide Y Y1 receptor. HEK293-CNG Y1 cells, membrane potential fluorescence; NPY at EC95, then isoproterenol. inhibition, % at 3.6 µM. 1% of 200,000 active;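 active = inhibition above the campaign mean inhibition of all tested compounds plus 3 SD, cut at about 20% in these data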;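 note: 0% = DMSO wells given NPY plus isoproterenol and 100% = isoproterenol alone without NPY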
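material = HEK293 cells with Y1 receptor plus CNG channel | also added = NPY 25 nM then isoproterenol 1 µM plus Ro 20-1724 25 µM | schedule = dye 3 h, compound 60 min room temperature, stimulation 45 min | measured by = membrane potential fluorescence | benchmarks = high control isoproterenol alone, low control NPY with isoproterenol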
S1P4 ag: human S1P4 receptor agonism; O95977; S1P4-expressing cell line, agonist reporter assay; activation, % at 4.98 µM; 0.35% of 220,000 active; AID 1509; in the data active = activation above about 11%;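 note: 0% = DMSO vehicle and 100% = reference agonist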
TRPML3 agonist: agonists of human TRPML3 channel; Q8TDD5; HEK293 TRPML3-YFP, Fluo-8 calcium fluorescence; 100% = the carbachol control signal; activation, % at 3 µM; 0.29% of 220,000 active;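 active = activation above its plate's cutoff, the mean activation of the plate's test wells plus 3 SD, cut at about 12% in these data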;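 note: 0% = DMSO only wells and 100% = carbachol wells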
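Test system – HEK293 line with stable expression of human TRPML3-YFP channel · Control set – carbachol 87 µM final as high control (100%), DMSO as low control (0%) · Signal – Fluo-8 calcium dye fluorescence, ex 470-495, em 515-575 nm · Incubation – 1-h 37 °C dye load, 5-s basal, 120-s post-compound reads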
NPY2 pot ag: potentiates or activates human NPY-Y2 receptor. cells expressing NPY-Y2, potentiator/agonist read-out. activation, % at 3.6 µM. AID 1359. 0.45% of 220,000 active; in the data active = activation above about 27%;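 note: cells stimulated with NPY near EC25 plus isoproterenol at EC100; 0% = vehicle plus submaximal agonist and 100% = vehicle plus saturating agonist; some results beyond the cut were filed as inactive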
EP2 mod: EP2 receptor (human) modulation. P43116. EP2-expressing cells, cAMP HTRF FRET, PGE2 co-stimulation. induction, % at 25 µM. 0.83% of 260,000 active;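 active = compounds whose cAMP rise, as percent of the full-agonist control response, exceeds 60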;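 note: rat C6 glioma line stably carrying human EP2 under a CMV promoter; the protocol text gives 20 µM as final concentration; 100% = response of wells given 1 µM PGE2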
Target sequence (P43116 whole entry, looked up): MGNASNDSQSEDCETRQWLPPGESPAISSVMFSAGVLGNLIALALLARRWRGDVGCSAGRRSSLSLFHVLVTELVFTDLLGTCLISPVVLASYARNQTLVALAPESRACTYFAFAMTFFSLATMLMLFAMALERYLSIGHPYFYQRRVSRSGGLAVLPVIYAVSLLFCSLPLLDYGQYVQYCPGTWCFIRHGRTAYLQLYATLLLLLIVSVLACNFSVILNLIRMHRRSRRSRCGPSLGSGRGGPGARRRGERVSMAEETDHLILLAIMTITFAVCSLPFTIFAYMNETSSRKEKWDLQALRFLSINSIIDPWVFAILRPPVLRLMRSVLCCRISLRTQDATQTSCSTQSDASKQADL
NPY-Y1 PAM-ag: potentiates or activates human NPY-Y1 receptor; NPY-Y1 expressing cells, potentiator/agonist activation; activation, % at 3.6 µM; 0.37% of 220,000 active; in the data active = activation above about 33%, passing the limit was not always enough;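 note: cells stimulated with NPY at EC10 then isoproterenol at EC100; 0% = low agonist plus stimulus and 100% = saturating agonist plus stimulus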
TRPN1 ag: agonists of zebrafish TRPN1 channel. 0.18% of 220,000 active. activation, % at 3 µM. HEK293 zebrafish TRPN1-YFP, Fluo-8 calcium fluorescence; 100% = response to 87 µM carbachol;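 active = activation above its plate's cutoff, the mean activation of test wells on that plate plus 3 SD, cut at about 19% in these data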;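 note: 0% = DMSO alone and 100% = 87 µM carbachol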
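Control set: carbachol 87 µM as high control, DMSO as low control; system: HEK293 stable line with zebrafish TRPN1-YFP; read-out: % activation versus carbachol response; detection: intracellular calcium fluorescence with Fluo-8; doses: single test compound dose, 3 µM nominal, 0.3% DMSO; schedule: dye 1 h 37 °C plus 30 min RT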
Active calls of the source: *; nt = not tested or not shown; & = joins results of further samples.

SMILES	CHOP inhibitor	S1P4 antag	NPY Y1 blocker	S1P4 ag	TRPML3 agonist	NPY2 pot ag	EP2 mod	NPY-Y1 PAM-ag	TRPN1 ag
CCC(O)(CC)C(=O)N/N=C/c1cc(Br)cc(Br)c1O	15	-2	nt	-1.1	0.2	-12	-32	-13	-0.6
COc1ccc(NC(=O)CC2S/C(=N\c3nccs3)N(C)C2=O)cc1 (stereo not given)	15	-9	0	-0.3	0.6	0	-60	6	0.4
N#CCC(=O)N1CCn2c1nc1ccccc12	47	-13	0	1.2	0.5	17	9	-2	1.7
O=C(c1ccc2ccccc2n1)N1CCN(c2ccccc2O)CC1	6	-5	-2	0.0	-0.7	-4	-19	0	0.2
CCOc1cc(/C=C2/SC(=S)N(CC3CCCO3)C2=O)ccc1O (stereo not given)	7	7	1	0.7	3.9	13	10	7	7.3
Cc1cccc(NC(=O)c2ccc3ccccc3n2)c1C	25	-8	9	0.0	0.1	-18	-8	-13	1.2
O=C(NC1CCCCC1)c1ccc(S(=O)(=O)c2ccccc2Cl)c([N+](=O)[O-])c1	68	-6	-2	1.3	0.9	-1	-76	-11	0.4
CCOC(=O)c1cc2c(c(CSc3nc4ccccc4c(=O)n3Cc3ccco3)c1)OCOC2	30	3	5	0.8	0.8	-11	39	8	-0.1
Cc1ccc(SCCN2C(=O)NC(C)(C)C2=O)cc1	14	5	-2	-0.8	0.1	5	1	-2	-0.3
O=C(NCCC(c1ccccc1)c1ccccc1)c1cnccn1	15	-2	4	0.3	0.0	-3	34	3	-1.4

SMILES	CHOP inhibitor	S1P4 antag	NPY Y1 blocker	S1P4 ag	TRPML3 agonist	NPY2 pot ag	EP2 mod	NPY-Y1 PAM-ag	TRPN1 ag
COc1ccc(Cl)cc1NC(=O)c1nc2nc(C)cc(C(F)F)n2n1	74*	-12	3	0.0	0.2	9	2&-30	-3	0.7
Fc1c(F)c(F)c(CSc2nc3ccccc3[nH]2)c(F)c1F	48	-6	1	-4.0	-0.1	8	4	3	-1.3
Cc1ccc(OCC(=O)N/N=C/c2cc([N+](=O)[O-])ccc2N2CCCCC2)cc1	29	-13	8	0.2	0.5	15	-1	21	1.7
CC(=O)Nc1ccc(NC(=O)c2ccc([N+](=O)[O-])cc2Cl)cc1	21	4	3	-0.7	0.9	-3	-35	-3	1.0
Cc1ccc(NC(=O)CC2=NC(=O)C(CC(=O)Nc3ccccc3F)S2)cc1 (stereo not given)	0	-3	-1	-0.8	0.4	3	-22	6	-0.8
COc1ccc(N2CC(NC(=O)NCCC(C)C)CC2=O)cc1 (stereo not given)	25	-12	7	-0.9	0.2	12	7	-8	0.0
COc1ccc2cc(C(c3nnnn3C(C)(C)C)N3CCc4ccccc4C3)c(=O)[nH]c2c1 (stereo not given)	17	15	13	5.2	1.0	-1	-7	-26	1.4
CCc1ccc(C2C(C(C)=O)=C(C(=O)OC)Nc3nnnn32)cc1 (stereo not given)	1	-12	6	1.5	-0.1	10	14&1	-17	0.3
CC1(C)COC(c2coc3ccccc3c2=O)OC1	-19	5	2	-0.6	0.6	8	-28	-2	-0.9
CCCN(CCC)CCCNC(=S)Nc1ccc2nc(N3CCN(CC)CC3)cc(C)c2c1	10	-9	1	-0.1	0.6	3	-52	3	0.0

Three entries from above, sorted by the value under S1P4 antag, high to low.
Molecule	S1P4 antag
CC(=O)Nc1ccc(NC(=O)c2ccc([N+](=O)[O-])cc2Cl)cc1	4
Cc1ccc(NC(=O)CC2=NC(=O)C(CC(=O)Nc3ccccc3F)S2)cc1 (stereo not given)	-3
CCCN(CCC)CCCNC(=S)Nc1ccc2nc(N3CCN(CC)CC3)cc(C)c2c1	-9

Following part:
SMILES	CHOP inhibitor	S1P4 antag	NPY Y1 blocker	S1P4 ag	TRPML3 agonist	NPY2 pot ag	EP2 mod	NPY-Y1 PAM-ag	TRPN1 ag
O=c1c2c(-c3cccs3)csc2ncn1/N=C/c1ccc(OC(F)F)cc1	77*	-2	4	0.8	1.1	2	-36	-19	-0.6
COC(=O)c1ccc(S(=O)(=O)NCc2ccccn2)n1C	1	0	nt	-1.0	0.8	3	1	-1	2.2
CC(C)(C)[C@H]1C=C(C(=O)NC2CC2)O[C@@H](OCCCCO)C1	23	-9	-1	-0.2	0.3	-18	8	-5	-0.1
CC(=O)N1CCN(CC(=O)Nc2sccc2C#N)CC1	2	-2	-3	-1.1	0.6	-12	4	-18	1.0
Cc1cccc(C(=O)Nc2nnc(-c3ccco3)o2)c1	-16	-7	6	1.2	0.3	9	4	11	-0.9
COc1cccc(C(O)CC(N)=O)c1 (stereo not given)	5	-7	2	3.2	1.1	9	-7	-1	-0.5
CCN(CCO)C(=O)CC1C(=O)NCCN1Cc1c(F)cccc1Cl (stereo not given)	12	12	-2	-0.2	0.3	-8	16	9	0.8
CCCC(=O)N(Cc1cc2ccccc2[nH]c1=O)c1ccccc1OC	20	-6	3	-1.3	0.0	5	4	13	0.4
CN(C(=O)CSc1nnc(-c2ccc(F)cc2)c2ccccc12)C1CCS(=O)(=O)C1 (stereo not given)	26	0	-2	1.1	-0.5	5	6	-17	-2.9
Cc1ccc(N/C=C(\C#N)c2ccc(OCCCF)cc2)cc1	35	8	10	-5.5	0.6	-4	-50	-20	-1.2

SMILES	CHOP inhibitor	S1P4 antag	NPY Y1 blocker	S1P4 ag	TRPML3 agonist	NPY2 pot ag	EP2 mod	NPY-Y1 PAM-ag	TRPN1 ag
CCOC(=O)c1ccc(NC(=O)C(=O)NCc2ccncc2)cc1	-7	-13	4	0.6	0.6	8	-26	12	2.5
Fc1ccc(C(c2nnnn2Cc2ccccc2)N2CCSCC2)cc1 (stereo not given)	28	-9	3	-1.0	0.3	10	26	3	-0.2
O=[N+]([O-])c1ccc(O)c(N=Cc2sc3ccccc3c2O)c1	41	-3	5	1.3	1.3	-14	-56	-11	1.2
CCOc1ccc(-n2c(SCC(N)=O)nc3sc4c(c3c2=O)CCN(C)C4)cc1	-1	-4	nt	0.8	0.0	3	-16	-11	-0.4
COc1ccc(-c2nnc(N(C)C(=O)c3cccnc3)s2)cc1	15	-16	0	2.4	1.3	-8	1	7	1.6
CCOC(=O)c1c(NC(C)=O)sc2c1C1CCN2CC1	nt	-1	-5	0.4	0.5	-3	nt	-11	-0.1
COc1ccc(C2Nc3ccccc3C(=O)N2Cc2ccco2)cc1COc1ccccc1F (stereo not given)	22	11	19	0.5	0.2	-13	12	-12	-0.8
CC(C)N1CC(C(=O)Nc2nc3ccccc3s2)CC1=O (stereo not given)	-13	-8	-2	0.5	0.0	2	10	-1	1.6
COc1ccc(C)cc1NC(=O)C(=O)N1CCCC1	4	1	nt	1.2	-0.1	19	9	17	-0.1
Cn1c(N2CCOCC2)c(/C=N/OC(=O)c2cccnc2Cl)c2ccccc21	24	-3	-4	1.5	0.5	10	4	-12	2.1

SMILES	CHOP inhibitor	S1P4 antag	NPY Y1 blocker	S1P4 ag	TRPML3 agonist	NPY2 pot ag	EP2 mod	NPY-Y1 PAM-ag	TRPN1 ag
CC(C)CC(=O)NC(=S)Nc1ccc(N2CCOCC2)cc1	30	2	1	-0.6	1.2	0	-21	14	0.2
Cn1c(=O)oc2cc(S(=O)(=O)NC(Cc3ccccc3)C(=O)N3CCCCC3)ccc21 (stereo not given)	13	16	-1	-1.2	0.2	-13	-17	11	0.1
O=C(N/N=C/c1ccc(OC(=O)c2ccccc2)cc1)c1cccc(O)c1	6	-2	7	1.9	0.2	11	-37	5	0.1
CCN1CCCC1CNC(=O)C1c2ccccc2C(=O)N(CCOC)C1c1ccc(F)cc1 (stereo not given)	-18	-9	4	-0.9	-0.7	1	1	0	-1.3
COc1ccc(NC(=S)N2CCN(Cc3ccccc3)CC2)cc1	12	2	-5	0.6	1.0	12	-4	18	-0.5
CS(=O)(=O)Nc1ccc(C(=O)NCc2ccccn2)cc1	15	-6	0	0.6	0.8	3	12	1	0.2
CCN(CC)c1ccc(NC(=O)CSc2nc3ccccc3c(=O)n2-c2cc(S(=O)(=O)N(C)C)ccc2C)cc1	43	11	-2	-2.3	-0.1	6	9	15	-0.9
Cc1[nH]n(-c2nc(-c3cccc([N+](=O)[O-])c3)cs2)c(=O)c1C	-15	1	-4	1.2	0.4	11	-8	2	-1.3
c1cncc(N=c2scc(-c3cccc4ccccc34)n2CCCn2ccnc2)c1	21	2	8	-1.1	-0.4	-8	5	-25	-0.2
CC(C)=CCC/C(C)=C/CN(CC(C)O)CC(C)O (stereo not given)	31	-4	-2	-0.3	0.3	-5	-8	-3	-0.1

SMILES	CHOP inhibitor	S1P4 antag	NPY Y1 blocker	S1P4 ag	TRPML3 agonist	NPY2 pot ag	EP2 mod	NPY-Y1 PAM-ag	TRPN1 ag
CC(C(=O)O)N1C(=O)CSC1=S (stereo not given)	-1	-6	2	-1.0	1.1	-9	17&30	21	0.9
O=C(N/N=C/c1cnc2ccccc2n1)c1cccc(F)c1	-16	-19	3	1.5	0.3	-22	-5	-26	3.2
Cc1ccc(Cn2nnc3c(=O)n(CC(=O)NCC4CCCO4)cnc32)cc1 (stereo not given)	33	-6	1	1.4	0.9	-1	29	-10	1.0
C/C(=N\O)C1(C)N(O)C(C)(C)C(c2ccco2)=[N+]1[O-] (stereo not given)	6	-25	6	-0.5	1.0	-1	5	-10	0.1
CCOc1ccc(S(=O)(=O)N2CCC(C(N)=O)CC2)c2ccccc12	8	4	-5	1.1	-0.3	-18	10	-10	1.0
CC(C)CCn1c(COc2ccccc2)n[nH]c1=S	-12	-13	3	-1.7	-0.4	-5	24	-8	-2.7
Cc1ccc(S(=O)(=O)NCCC(=O)OCC(=O)Nc2ccccc2Cl)cc1	-27	-4	-1	-0.9	-0.1	2	-9	14	-0.2
COc1ccc(CN=C2Nc3ccccc3CS2)cc1	24	4	4	0.7	-0.1	-18	6	-5	1.8
Cc1ccc(Cl)cc1-n1ncc2c(NNC(=O)c3ccco3)ncnc21	-2	-4	-1	2.0	0.8	4	-2	13	0.5
COC(=O)C1=C(N)Oc2cc(C)n(C)c(=O)c2C1c1ccc(Cl)c(Cl)c1 (stereo not given)	34	1	-4	0.5	-0.8	12	-4	4	-0.3

SMILES	CHOP inhibitor	S1P4 antag	NPY Y1 blocker	S1P4 ag	TRPML3 agonist	NPY2 pot ag	EP2 mod	NPY-Y1 PAM-ag	TRPN1 ag
O=C1c2cccnc2C(=O)N1Cc1ccc(F)cc1	5	-27	2	1.5	0.3	5	17	7	-0.9
CC(C)CNC(=O)c1ccccc1NC(=O)c1ccc(CN2CCOCC2)cc1	-6	3	3	-0.8	0.6	-8	7	-2	0.5
Nc1nccc(/C=C/c2ccc(Cl)cc2)n1	45	6	nt	-1.7	0.1	18	-38	14	-2.7
CC(Cc1ccccc1)C(=O)NCc1ccccn1 (stereo not given)	11	-6	2	0.1	-0.1	1	28	-2	-0.5
COc1ccc(-c2noc(CCC(=O)NCc3cccnc3)n2)cc1	-11	-7	2	0.4	1.5	-7	12	-7	3.2
O=C1Nc2ccccc2OCc2c1cccc2[N+](=O)[O-]	-2	3	-5	-2.2	-0.4	2	6	5	-1.2
CCN(CC)c1ncnc2ccc(Br)cc12	17	-6	-3	-0.2	-0.7	-14	15	-4	-0.5
